Assay outcomes as filed in PubChem.
KLK7 zymogen act: proKLK7 (human) activation, primary screen; purified proKLK7, EDANS-DABCYL substrate fluorescence; 100% is mature enzyme control, 0% vehicle; AID 652039; P49862; activation, % at 7 µM; 370,000 tested, 0.9% active;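 active = activation above the mean of all tested compounds plus 3 SD, computed per campaign excluding outliers beyond control limits, cut at about 13% in these data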
NPR2 activator: GC-B (human) receptor activation | HEK293-GC-B cells, CNP EC30, cGMP TR-FRET; 0% at EC30 CNP, 100% saturating CNP | 370,000 tested, 0.11% active | P20594 | activation, % at 10 µM;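 active = activation at 10 µM reaching about 35% in either raw or pattern-adjusted values, limit read from the data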
Tn6 DDE FP: disrupts Tn6 cyclic peptide binding to fibrin D-Dimer-E complex. P02675. Fibrin DD(E) TRITC-Tn6 fluorescence polarization displacement. inhibition, % at 8.3 µM. 370,000 tested, 0.21% active;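 active = inhibition above a per-campaign cutoff: mean of compounds within control limits plus 3 SD, cut at about 15% in these data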;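 note: 0% = median of all compound wells on the plate and 100% = blocking peptide control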
Target sequence (P02675 whole entry, looked up): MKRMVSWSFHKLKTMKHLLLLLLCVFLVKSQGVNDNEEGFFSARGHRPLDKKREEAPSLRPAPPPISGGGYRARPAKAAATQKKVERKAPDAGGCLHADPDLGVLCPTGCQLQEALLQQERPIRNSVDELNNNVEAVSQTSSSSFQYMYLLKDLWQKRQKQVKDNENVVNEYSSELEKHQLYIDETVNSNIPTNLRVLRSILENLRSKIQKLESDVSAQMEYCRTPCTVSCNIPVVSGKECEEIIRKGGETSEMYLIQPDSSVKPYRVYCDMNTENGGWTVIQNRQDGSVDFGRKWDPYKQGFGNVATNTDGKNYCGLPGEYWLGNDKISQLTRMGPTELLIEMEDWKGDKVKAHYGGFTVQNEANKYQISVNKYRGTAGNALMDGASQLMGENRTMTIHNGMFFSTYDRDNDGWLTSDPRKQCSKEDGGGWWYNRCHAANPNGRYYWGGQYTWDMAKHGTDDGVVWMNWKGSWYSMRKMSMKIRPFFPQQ
ARFGAP1 inh: inhibits rat ARF GTPase activating protein 1; Q62848; Arfgap1-stimulated ARF1 GTP hydrolysis, GDP FP detection; inhibition, % at 16.5 µM; 360,000 tested, 0.26% active;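 active = inhibition above a per-plate limit, mean inhibition of low control wells plus 3 SD, cut at about 25% in these data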;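 note: 0% = DMSO wells with enzyme and 100% = wells lacking Arfgap1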
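System: truncated rat Arfgap1 GAP domain / Medium: HEPES-based buffer, pH 7.5 / Also added: N-terminally truncated human ARF1-GTP substrate / Incubation: enzyme reaction 120 min at 25 °C after 20 min preincubation / Measured by: FP of antibody-bound GDP Alexa 633 tracer, ex 620/em 688 nm / Replicates: singlicate, each compound tested once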
ASAP1 GAP inh: ASAP1 ArfGAP inhibition. ASAP1-stimulated ARF1 GTP hydrolysis, GDP FP detection. inhibition, % at 16.5 µM. 360,000 tested, 0.19% active. AID 624377; in the data active = inhibition above about 25%;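 note: 0% = vehicle with enzyme and substrate and 100% = no enzyme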
Target sequence (Q9ULH1 325-724 limits assumed): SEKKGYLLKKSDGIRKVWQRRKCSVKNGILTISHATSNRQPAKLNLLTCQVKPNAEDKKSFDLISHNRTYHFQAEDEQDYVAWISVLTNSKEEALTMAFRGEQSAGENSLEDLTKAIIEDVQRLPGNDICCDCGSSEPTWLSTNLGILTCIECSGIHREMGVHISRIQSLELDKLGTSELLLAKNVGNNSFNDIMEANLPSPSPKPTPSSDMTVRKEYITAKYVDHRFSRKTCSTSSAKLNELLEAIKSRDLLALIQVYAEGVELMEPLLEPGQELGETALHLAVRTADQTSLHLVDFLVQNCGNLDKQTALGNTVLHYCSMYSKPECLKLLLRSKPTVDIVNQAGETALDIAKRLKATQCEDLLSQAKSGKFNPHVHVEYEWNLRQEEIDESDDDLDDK
GC-A act: GC-A (human) enzyme activation; activation, % at 10 µM; P16066; 370,000 tested, 0.14% active; HEK293 GC-A cells, cGMP TR-FRET, EC30 ANP; 0% at EC30 ANP, 100% saturating ANP; in the data active = activation above about 40%
rCAG RNA binder: r(CAG) repeat RNA binding | 370,000 tested, 1.3% active | AID 651821 | TO-PRO-1 dye displacement fluorescence | inhibition, % at 3 µM;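 active = inhibition above the plate cutoff, the mean of all test compounds on that plate plus 3 SD, cut at about 35% in these data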;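 note: 0% = DMSO alone and 100% = 100 µM mitoxantrone as full dye displacement; higher means more dye released from RNA so lower well fluorescence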
ADAM10 inh: inhibits human ADAM10; AID 720582; 370,000 tested, 0.62% active; inhibition, % at 7 µM; O14672; recombinant ADAM10, EDANS/DABCYL FRET peptide cleavage, 3 h;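 active = inhibition above a per-campaign cutoff equal to the mean of compounds falling between control-based bounds plus 3 SD, cut at about 20% in these data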;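 note: 0% = DMSO wells while the 100% control is not disclosed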
FXN GAA850 act: activators of GAA850 frataxin (FXN) promoter; HEK293 lucGAA850 FXN promoter luciferase reporter, 24 h; percent of 10 µM SAHA response; activation, % at 6 µM; 360,000 tested, 0.56% active; AID 540364;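 active = activation above the average of all compounds screened plus 3 SD, cutoff fixed separately per campaign, cut at about 7.5% in these data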;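 note: 0% = DMSO wells and 100% = 10 µM SAHA wells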
HGIII-sPLA2 inh: Inhibits HGIII-sPLA2 liposome hydrolysis, primary screen | Q9NZ20 | inhibition, % at 12.2 µM | AID 743126 | QFRET BODIPY PC-A2 liposome hydrolysis, fluorescence | 370,000 tested, 0.56% active;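 active = inhibition above mean plus 3 SD of compounds lying within the high and low control bounds, cut at about 19% in these data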;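 note: 0% = median of test compound wells and 100% = no enzyme DMSO wells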
Numbers without * were called inactive; . = no result given.

SMILES | KLK7 zymogen act | NPR2 activator | Tn6 DDE FP | ARFGAP1 inh | ASAP1 GAP inh | GC-A act | rCAG RNA binder | ADAM10 inh | FXN GAA850 act | HGIII-sPLA2 inh
Cc1ccc2oc(C(=O)N3CCN(C)C[C@@H]3C(C)C)c(C)c2c1 | -0.6 | 1 | -1 | 3 | -13 | 4 | -8 | -1 | -0.9 | 7
CCOc1ccccc1Nc1cc(C)nc2nc(C)nn12 | -0.2 | 5 | -6 | 7 | -9 | 0 | 4 | 1 | 1.4 | 0
CC(=O)c1ccccc1NC(=O)COC(=O)C1COc2ccccc2O1 (stereo not given) | 0.7 | -5 | 0 | -4 | -3 | 9 | -1 | -19 | -1.4 | -2
Cc1csc(SCC(=O)Nc2ccccc2C)n1 | 0.5 | 2 | 4 | 7 | -1 | -1 | 1 | -13 | 0.9 | 7
O=C1NC[C@H](Cc2ccccc2)N(C[C@@H]2CCCN2C[C@H](Cc2ccccc2)N2C[C@H](Cc3ccccc3)N(CCc3ccccc3)C(=O)C2=O)C1=O | 0.5 | 5 | -1 | -3 | -7 | -1 | 9 | -4 | . | 3
O=C(CSc1nnc(Cc2cccs2)n1Cc1ccco1)Nc1ccc(Cl)cc1Cl | -0.3 | -9 | 1 | 2 | -5 | -3 | -5 | 5 | -1.4 | -22
CCCNC(=O)C1(C)CCN(C(=O)c2cccnc2Oc2ccccc2)C1 (stereo not given) | 0.0 | 1 | 4 | -8 | 0 | 3 | -1 | -10 | 2.0 | 9
CNC(=O)CSc1ncnc2c1cnn2-c1ccccc1 | 0.0 | -2 | -5 | -3 | 3 | 0 | 0 | 5 | 2.3 | 0
Cc1c2ccccc2nc2c(F)c(NC(C)C)c(F)c(F)c12 | -0.5 | 1 | -6 | -6 | -11 | 3 | 24 | -65 | 7.2 | 7
COCc1[nH][nH]c(=O)c1C=Nc1ccc(OC(F)(F)F)cc1 | -0.1 | -1 | -6 | -1 | 11 | -2 | 5 | 7 | 2.1 | 0
Fc1ccc(Nc2nc(N3CCOCC3)nc(N3CCOCC3)n2)cc1Cl | 0.1 | 1 | 1 | 4 | -11 | 1 | 0 | 3 | 1.4 | 12
CN1CCN(NC(=S)Nc2ccccc2)CC1 | -0.1 | 3 | -2 | 6 | 9 | 5 | -2 | -6 | 3.0 | 6
Cc1ccc(NC(=O)C2CC(=O)OC23CCOC(C)(C)C3)cc1 (stereo not given) | 0.2 | -7 | 2 | 3 | 4 | 0 | -1 | -2 | 1.7 | 5
CC(=O)c1cccc(NC(=O)C2CCCC2)c1 | 0.4 | -7 | 0 | -15 | 7 | -11 | 2 | -1 | -2.2 | -2
COCCN(C(=O)COC(=O)C1COc2ccccc2O1)c1c(N)n(Cc2ccccc2)c(=O)[nH]c1=O (stereo not given) | -0.3 | 1 | -6 | 7 | -5 | -1 | -3 | -18 | -0.1 | 9
CCOc1ccc(-c2nn(-c3ccccc3)cc2/C=C2\SC(=S)N(C3CCS(=O)(=O)C3)C2=O)cc1 (stereo not given) | -0.3 | 0 | -7 | 7 | -11 | -4 | 4 | 2 | 1.9 | 4
O=C(Cc1ccccc1)Nn1c(O)c(/C=C2\C=Nc3ccccc32)sc1=S | 0.0 | 3 | 6 | 6 | 15 | -1 | 13 | 0 | 3.4 | -32
Cc1cccc(Nc2cc(=O)n(C)c(=O)[nH]2)c1 | -0.1 | 9 | 6 | -10 | 0 | 0 | 0 | -2 | 0.7 | 1
COc1ccc(OC)c(NC(=O)C2CC(/C=C/c3ccccc3)=NO2)c1 (stereo not given) | -0.5 | 2 | 3 | 4 | -2 | -4 | 0 | -6 | -0.4 | -1
CCCc1ccc2oc(C(=O)N3CCC[C@H]3CO)c(C)c2c1 | 0.1 | -1 | 0 | 3 | 10 | -2 | -5 | 0 | 5.5 | -8
CC(=O)Nc1cc(-c2cccc(N)c2)cn2c(-c3ccc(C(C)=O)cc3)cnc12 | -2.0 | 35* | 3 | 3 | -7 | 6 | 12 | -18 | 2.2 | 2
CCNc1nc(NC(C)CC)nc(Oc2ccc(OCC)nn2)n1 (stereo not given) | -0.1 | -2 | -7 | 2 | -15 | -1 | 1 | 13 | 2.1 | 0
COC(=O)c1cccc(NC(=O)/C=C/c2ccc3c(c2)OCO3)c1 | 0.7 | -1 | -13 | 20 | -1 | 9 | 0 | -54 | 0.2 | -14
CCOCCNC(=O)c1ccccc1C(=O)NCCOCC | -0.2 | 4 | 0 | 3 | 15 | 3 | 1 | -1 | 2.0 | 1
COc1ccc(-c2noc(CN3CCN(c4ccccc4F)CC3)n2)cc1OC | -0.1 | 2 | 3 | 2 | -16 | 1 | -2 | 2 | 2.0 | -5
CS(=O)(=O)N(CC(=O)NCCc1ccccc1)C1CCCCC1 | -0.7 | -1 | 11 | 8 | -3 | 0 | -1 | -1 | -0.2 | 0
Cc1c(NC(=S)NC(=O)CCc2ccccc2)c(=O)n(-c2ccccc2)n1C | 0.3 | 0 | -4 | -5 | 9 | 2 | -3 | -1 | -1.2 | 4
O=C(CNc1cc(S(=O)(=O)N2CCOCC2)ccc1N1CCOCC1)Nc1cccc(C(F)(F)F)c1 | -0.1 | -8 | -10 | 9 | 15 | -1 | 4 | 4 | 0.6 | -6
COCCn1c(-c2ccsc2)nc2c1c(=O)[nH]c(=O)n2CC(C)C | 0.3 | -8 | -4 | -5 | -9 | 9 | 4 | -15 | -0.8 | 0
CC1CCC(NC(=O)c2cccc(S(=O)(=O)N3CCN(c4ccccc4)CC3)c2)CC1 (stereo not given) | 0.4 | 0 | 9 | -11 | -5 | 3 | 1 | -1 | -1.7 | 6
O=C(O)CCC(C(=O)O)N1C(=O)C2C3CCC(C3)C2C1=O (stereo not given) | 0.3 | 7 | -4 | -4 | -14 | 3 | 1 | -9 | 0.4 | 1
CC1CCC(NC(=O)CN2C(=O)NC3(CCCCC3C)C2=O)CC1 (stereo not given) | -0.3 | 3 | 4 | -10 | -2 | 1 | -2 | 0 | 0.1 | -1
Cc1cc(Cl)ccc1-c1nc(NCc2ccccc2)nc2ccsc12 | -6.1 | -4 | 3 | 2 | 5 | -4 | 4 | -159 | 1.9 | -11
CCCCN(CC)CCNC(=O)C1CCCN(S(=O)(=O)c2cccc3nsnc23)C1 (stereo not given) | 0.1 | 2 | -2 | 0 | -12 | 1 | -4 | 5 | -1.4 | 1
Cc1ccccc1OC/C(O)=C(\C#N)c1nc2ccccc2[nH]1 | -0.4 | -2 | 0 | -6 | -10 | 3 | -1 | -5 | -1.1 | 9
CCCN1CCC(=O)N([C@H](COc2ccccc2)CC(C)C)CC1 | -0.4 | -2 | -1 | -9 | -6 | 0 | -12 | 7 | 0.6 | -1
C=CCn1c(SC/C=C/c2ccccc2)nnc1-c1sc(N)nc1C | 0.5 | -13 | 2 | -2 | -1 | -14 | -6 | -5 | -0.6 | -14
C=C1C(=O)N(C)CCC1C(CC)C(=O)OC (stereo not given) | -0.6 | 0 | -6 | 11 | 1 | 3 | 2 | -19 | -0.5 | 13
CCOC(=O)c1sc(NC(=O)CN2C(=O)NC3(CC(C)CC(C)(C)C3)C2=O)cc1C (stereo not given) | -0.5 | -2 | -8 | 0 | -1 | -2 | 7 | 24* | 0.6 | -45
CCN1/C(=C\C(=S)Nc2ccccc2)Sc2ccccc21 | 0.3 | 1 | -6 | 1 | -2 | 2 | 12 | 13 | 0.7 | 3
CC(=O)N(/N=C/c1ccc(C)cc1)c1nc(CCl)cs1 | -0.2 | -3 | -1 | 7 | 6 | 5 | 5 | 4 | -0.6 | 9
CC(C)c1ccc(Nc2nc(NCc3ccco3)nc(N3CCOCC3)n2)cc1 | 0.8 | -6 | -8 | -12 | 7 | 1 | 0 | 31* | 1.8 | -26
Nc1nnnn1/N=C/c1cc(Br)ccc1O | -2.0 | 4 | -3 | -3 | -6 | 11 | 1 | -17 | 0.6 | -7
Cc1ccc(S(=O)(=O)c2nc(S(C)(=O)=O)sc2N2CCC(C(N)=O)CC2)cc1 | -0.2 | 7 | 3 | 11 | 6 | 1 | 0 | -5 | -0.2 | 7
OC(COCC(F)(F)C(F)(F)C(F)(F)C(F)F)Cn1c2ccccc2c2ccccc21 (stereo not given) | -1.8 | 2 | 1 | 10 | 5 | -3 | 2 | 34* | 0.9 | -14
C=Cc1ccc(Cn2nc(-c3ccc(C)cc3)ccc2=O)cc1 | 0.4 | 0 | 0 | -4 | -12 | -3 | -6 | 8 | 0.8 | -8
O=C(CSc1nnc(-c2ccncc2)n1-c1ccc(F)cc1)NNC(=O)c1cccc(O)c1 | 0.2 | 4 | 9 | -8 | 2 | -2 | -2 | -5 | -1.4 | -2

Single records, as listed above. Order of values: KLK7 zymogen act, NPR2 activator, Tn6 DDE FP, ARFGAP1 inh, ASAP1 GAP inh, GC-A act, rCAG RNA binder, ADAM10 inh, FXN GAA850 act, HGIII-sPLA2 inh
COc1ccc(OC)c(NC(=O)C2CC(/C=C/c3ccccc3)=NO2)c1 (stereo not given) reads -0.5, 2, 3, 4, -2, -4, 0, -6, -0.4, -1
CC(=O)Nc1cc(-c2cccc(N)c2)cn2c(-c3ccc(C(C)=O)cc3)cnc12 reads -2.0, 35*, 3, 3, -7, 6, 12, -18, 2.2, 2
O=C(CSc1nnc(Cc2cccs2)n1Cc1ccco1)Nc1ccc(Cl)cc1Cl reads -0.3, -9, 1, 2, -5, -3, -5, 5, -1.4, -22
COCCn1c(-c2ccsc2)nc2c1c(=O)[nH]c(=O)n2CC(C)C reads 0.3, -8, -4, -5, -9, 9, 4, -15, -0.8, 0
C=Cc1ccc(Cn2nc(-c3ccc(C)cc3)ccc2=O)cc1 reads 0.4, 0, 0, -4, -12, -3, -6, 8, 0.8, -8

Two entries drawn at random from those above:
SMILES | KLK7 zymogen act | NPR2 activator | Tn6 DDE FP | ARFGAP1 inh | ASAP1 GAP inh | GC-A act | rCAG RNA binder | ADAM10 inh | FXN GAA850 act | HGIII-sPLA2 inh
C=C1C(=O)N(C)CCC1C(CC)C(=O)OC (stereo not given) | -0.6 | 0 | -6 | 11 | 1 | 3 | 2 | -19 | -0.5 | 13
C=Cc1ccc(Cn2nc(-c3ccc(C)cc3)ccc2=O)cc1 | 0.4 | 0 | 0 | -4 | -12 | -3 | -6 | 8 | 0.8 | -8
